Screening results (PubChem BioAssay)
ERAP1 inh = inhibitors of human ERAP1 aminopeptidase. recombinant ERAP1, Leu-AMC fluorescence, 60 min. Q9NZ08. inhibition, % at 10.7 µM. actives 0.15% (n = 340,000);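 active = mean replicate inhibition of at least 30%, or all replicates individually reaching that 30% level; inactive = mean below 30% and not every replicate reaching it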;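 also: 0% = neutral control wells and 100% = L-leucinethiol positive control wells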
Target sequence (Q9NZ08 whole entry, looked up): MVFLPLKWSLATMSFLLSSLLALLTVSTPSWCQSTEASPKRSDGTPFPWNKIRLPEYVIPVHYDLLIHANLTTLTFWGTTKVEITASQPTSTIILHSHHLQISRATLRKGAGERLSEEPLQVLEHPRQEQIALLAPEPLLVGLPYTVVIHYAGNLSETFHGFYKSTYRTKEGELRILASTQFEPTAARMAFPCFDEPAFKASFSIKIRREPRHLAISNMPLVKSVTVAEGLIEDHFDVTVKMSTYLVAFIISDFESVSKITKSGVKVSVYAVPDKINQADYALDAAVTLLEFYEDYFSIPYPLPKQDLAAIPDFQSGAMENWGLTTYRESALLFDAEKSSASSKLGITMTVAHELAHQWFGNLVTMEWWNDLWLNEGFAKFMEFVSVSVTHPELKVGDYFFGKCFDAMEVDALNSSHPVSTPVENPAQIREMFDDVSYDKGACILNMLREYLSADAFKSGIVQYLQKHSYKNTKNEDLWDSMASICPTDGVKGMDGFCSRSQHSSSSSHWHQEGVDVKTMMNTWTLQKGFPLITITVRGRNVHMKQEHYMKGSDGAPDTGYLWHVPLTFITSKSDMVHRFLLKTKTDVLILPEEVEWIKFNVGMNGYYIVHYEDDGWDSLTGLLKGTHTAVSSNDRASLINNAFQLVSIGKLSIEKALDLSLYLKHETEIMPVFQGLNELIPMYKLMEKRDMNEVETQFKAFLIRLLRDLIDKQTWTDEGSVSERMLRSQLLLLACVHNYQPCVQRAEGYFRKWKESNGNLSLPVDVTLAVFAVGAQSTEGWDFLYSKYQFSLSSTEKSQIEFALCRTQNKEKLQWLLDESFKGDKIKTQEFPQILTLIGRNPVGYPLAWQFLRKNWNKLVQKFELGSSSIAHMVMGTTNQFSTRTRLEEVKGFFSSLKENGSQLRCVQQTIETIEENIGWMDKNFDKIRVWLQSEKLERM
PGC1a acetyl inh = lowers PGC1a acetylation signal in U2OS cells | AID 651687 | AlphaScreen anti-acetyl-lysine; with virally co-expressed GCN5 acetyltransferase | actives 0.17% (n = 350,000) | inhibition, % at 15.6 µM;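 active = every replicate shows inhibition of at least 40%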;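 also: 0% = neutral control wells and 100% = positive control wells; some results beyond the cut were filed as inactive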
RAD52 anneal inh = RAD52 (human) annealing inhibition; P43351; recombinant RAD52 DNA annealing, FRET fluorescence; inhibition, % at 18.7 µM; actives 0.46% (n = 360,000); AID 651710;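 active = every replicate showing at least 50% inhibition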
Starred values were filed as active, the others as inactive. An excerpt; the hit share may differ from the screen's.

SMILES	ERAP1 inh	PGC1a acetyl inh	RAD52 anneal inh
CC(C)(C)c1ccc(OCC(O)CN2CCOCC2)cc1 (stereo not drawn)	-2	9	-4
CCn1c2ccccc2c2cc(NC(=O)CNCC3CCCO3)ccc21 (stereo not drawn)	6	4	7
CC(=O)c1ccc(-n2cc(-c3ccc(C(C)(C)C)cc3)[n+]3c2SCCC3)cc1	4	1	5
CNC(=O)NC(=S)NC(=O)c1ccccc1Cl	0	-9	-3
CN1/C(=C\C(=O)c2cccnc2)Sc2ccccc21	7	7	-8
CCCCCCOc1ccc(N2C(=O)CC(N3CCN(CCN=CC4C(=O)CC(C)(C)CC4=O)CC3)C2=O)cc1 (stereo not drawn)	0	-1	2
COCCNC(=S)N1CCC(NC(=O)Nc2ccc(C)cc2)CC1	-4	-2	-14
OCC1CCCCN1C(=S)Nc1ccc(Cl)cc1Cl (stereo not drawn)	-4	-5	-12
Cc1[nH]c2ccccc2c1C(=O)COc1ccccc1F	2	-2	4
CCN(CC)CCCC(C)NC(=O)c1ccc(C(F)(F)F)cc1 (stereo not drawn)	0	-3	1
O=C(Nc1ccc(O)cc1)c1cccc(Oc2ccc([N+](=O)[O-])cc2)c1	-3	3	-5
O=C(CNCCc1ccc(Cl)cc1Cl)NCc1ccco1	13	3	-4
CCNC(=O)c1cc2c(c(-c3cccc(-c4cccnc4)c3)n1)[C@@H](CCO)N(S(C)(=O)=O)C2	0	-5	9
Cc1c(-c2ccnc3cc(C(=O)O)nn23)cnn1C	-6	14	8
CCN(CC)S(=O)(=O)c1ccc(N2CCOCC2)c(NC(=O)c2ccc(F)cc2)c1	1	13	-17
Cc1cccc2cc3ccccc3nc12	0	-13	2
O=C(COC(=O)c1c(Cl)cccc1Cl)NC1CCCCC1	1	0	-3
Cc1ccc(NC(=O)C2(c3ccccc3)CCOCC2)cc1	3	8	-13
Cn1c(CCN2CCOCC2)nc2cc(NC(=O)c3cccs3)ccc21	2	-9	-5
CC(C)CCn1nnnc1CN1CCN(c2ccc(F)cc2)CC1	-2	-7	-4

Record cards, from the list above. Order of screens: ERAP1 inh, PGC1a acetyl inh, RAD52 anneal inh
O=C(COC(=O)c1c(Cl)cccc1Cl)NC1CCCCC1 is listed with 1, 0, -3
Cc1[nH]c2ccccc2c1C(=O)COc1ccccc1F is listed with 2, -2, 4
CCCCCCOc1ccc(N2C(=O)CC(N3CCN(CCN=CC4C(=O)CC(C)(C)CC4=O)CC3)C2=O)cc1 (stereo not drawn) is listed with 0, -1, 2

New compounds follow:
SMILES	ERAP1 inh	PGC1a acetyl inh	RAD52 anneal inh
O=C1Nc2cc(Cl)c(Cl)cc2N(O)N1c1ccccc1Cl	0	-2	-8
COc1cc(OC)cc(C(=O)NCc2ccc3c(c2)cc(C)n3C)c1	19	20	-75
O=C1OC2(CCCC2)OC(=O)C1=Cc1c[nH]c2ccccc12	-2	-13	-187
CC1(C)CC(=O)c2sc(NS(=O)(=O)c3ccc(Br)cc3)nc2C1	-2	-3	-27
CC(C)=CC(=O)OCc1cc([N+](=O)[O-])cc2c1OCOC2	0	-7	-21
COc1ccccc1N1CCN(C2CC(=O)N(C)C2=O)CC1 (stereo not drawn)	0	-9	-10
Cn1c(=O)c2cnc(-c3ccc(C(F)(F)F)cc3)nc2n(C)c1=O	1	2	-9
O=C(c1ccc([N+](=O)[O-])cc1)N1C=CC(C(F)(F)F)=NCC1	0	-1	-9
Cc1nonc1C(=O)N/N=C/c1cc2c(cc1Br)OCO2	16	-2	0
CCOC(=O)c1csc(NC(=O)CCSc2ccccc2)n1	0	-4	-10
CCOC(=O)C1(Cc2ccccc2)CCN(Cc2cccc3c2OCO3)CC1	-1	-9	-12
N#C/C(=C\c1ccc(OCc2ccccc2)cc1)C(N)=O	-4	9	-15
COc1cc(OC)cc(C(=O)NCC(=O)OCC(=O)N2CCc3ccccc32)c1	-1	7	-7
CC(C(=O)OCC(=O)c1ccccc1)N1C(=O)C2C3CCC(C3)C2C1=O (stereo not drawn)	1	-5	-16
CCc1cc2ccc(C)cc2nc1SCC(=O)Nc1cc(C)on1	1	-6	-7
O=C(CCCN1C(=O)c2ccccc2C1=O)Nc1ccc2c(c1)OCCO2	5	4	-5
CC(C)(C)NC(=O)C1CCN(c2ccc(S(=O)(=O)N3CCOCC3)cc2Cl)CC1	1	-5	-1
O=C(CSc1nnc(-c2cccs2)o1)OCc1ccccc1	0	10	-21
COc1ccc(OCCSc2nc(C)c(Cc3ccccc3)c(=O)[nH]2)cc1	3	-8	-8
C/C(=N\NC(=O)c1ccc(O)cc1)c1ccc(N2CCOCC2)cc1	6	9	-11
COc1cc(OC)c([N+](=O)[O-])cc1/C=N/NC(=O)c1ccncc1	0	12	1
COc1ccc(/C=N/NC(=O)C2COc3ccccc3O2)cc1OC (stereo not drawn)	4	7	3
COc1ccc(C(=O)C(Sc2nnc(C)c(=O)[nH]2)c2ccc(OC)cc2)cc1 (stereo not drawn)	0	-3	-9
COc1cc2ncnc(NCc3cccc(Cl)c3)c2cc1OC	0	5	-15
OC[C@@H]1CC[C@@H]2O[C@H](CCc3ccc(-c4ccc(F)cc4)cc3)[C@H](n3cc(C4CC4)nn3)C[C@@H]2O1	1	-3	0
Cc1ccc(N2CC(C(=O)Nc3c(C)n(C)n(-c4ccccc4)c3=O)CC2=O)cc1 (stereo not drawn)	3	5	-11
O=C(c1cc2cc(C(F)(F)F)ccc2s1)N1CCOCC1	-4	5	3
COc1ccc(C(=O)NN/C(=N/S(=O)(=O)c2ccc(C)cc2)c2ccccc2)cc1	2	-5	-13
CCOC(=O)N1CCN(S(=O)(=O)c2ccc(C(=O)Nc3nc4ccc(F)cc4s3)cc2)CC1	1	2	4
CCCNS(=O)(=O)c1cc(Cl)ccc1OC	3	-4	-5
O=C(O)/C=C/C(=O)Nc1ccc2c(c1)NC(=O)CO2	7	2	-2
CC(C)CC(=O)Nc1ccccc1N1CCN(c2ccc(F)cc2)CC1	0	-21	-9
Cc1ccc(NC(=O)CCNC(=O)c2ccc([N+](=O)[O-])cc2)cc1S(=O)(=O)N(C)C	10	-2	-14
Cc1cc(C)n(C(=O)/C(C#N)=N\Nc2ccccc2[N+](=O)[O-])n1	-1	2	-19
O=C(NCc1ccccc1)C(=O)NCC1OCCN1C(=O)c1ccc(Cl)cc1 (stereo not drawn)	-3	-1	-20
Cc1ccc(OCCCCNC2CCCC(C)C2C)c(C)c1 (stereo not drawn)	5	-20	13
Cc1ccc(CN=C(Nc2ccccc2)NC2CCCCC2)cc1	0	2	-10
CSCCCNC(=S)Nc1cccc(S(=O)(=O)NC2=NCCC2)c1	-1	4	2
C/C(=N\NC(=O)c1cccnc1)c1cc2ccccc2o1	-3	-6	0
Cn1c(=S)[nH]c2c(c1=O)C(C)(C)Cc1ccccc1-2	-1	-8	-11

Gathered by group: the compounds so far with bromine (two)
SMILES	ERAP1 inh	PGC1a acetyl inh	RAD52 anneal inh
CC1(C)CC(=O)c2sc(NS(=O)(=O)c3ccc(Br)cc3)nc2C1	-2	-3	-27
Cc1nonc1C(=O)N/N=C/c1cc2c(cc1Br)OCO2	16	-2	0

The list goes on:
SMILES	ERAP1 inh	PGC1a acetyl inh	RAD52 anneal inh
CCc1ccccc1NC(=S)N(CCCN(C)C)Cc1cc2cc3c(cc2[nH]c1=O)OCO3	-1	5	15
CCCN(C(=O)c1ccc(-n2cncn2)c([N+](=O)[O-])c1)C1CCS(=O)(=O)C1 (stereo not drawn)	0	-5	12
O=C(c1ccc2c(c1)OCO2)C1CCCN(C(=O)C2CCOCC2)C1 (stereo not drawn)	3	4	7
COc1ccccc1C(=O)C1CCCN(C(=O)CCC(=O)c2ccccc2)C1 (stereo not drawn)	8	-1	-25
CCOc1ccc(NC(=O)c2ccc3c(SCC(=O)O)c4c(nc3c2)CCCC4)cc1	-1	6	-20
Nc1nnc(-c2ccc(Cl)cc2Cl)s1	4	-12	-5
CN1CCN(C(=O)/C(=C/c2ccc(F)cc2)c2ccsc2)CC1	0	1	-3
Cc1cc(C)nc(/N=C(\NC(=O)C(C)(C)C)Nc2ccc(F)cc2)n1	-2	3	-12
Cc1cccc(Oc2ccc(NC(=O)C3CC=CCC3C(=O)O)cc2)c1 (stereo not drawn)	-2	-6	-5
Cc1cc(C)nc(SCCC(=O)Nc2ccccc2Cl)n1	0	2	-18
CC(C)Cc1nnc(NC(=O)CSc2nc(O)c(Cc3ccccc3)c(=O)[nH]2)s1	2	-3	-2
O=C(NC(=S)NCCc1ccccn1)c1ccccc1	-2	-3	6
COc1cc(NC(=O)c2ccccc2[N+](=O)[O-])ccc1NC(=O)c1cc2ccccc2o1	-4	-29	-5
CCCCCN=CC1=C(O)CC(c2ccccc2)CC1=O (stereo not drawn)	5	-6	-15
CCC(=O)NCCCNc1nc2c(C)cccc2cc1C#N	3	-1	-16
C=C(C)C1CC=C(C)/C(=N/NC(=O)c2ccccc2[N+](=O)[O-])C1 (stereo not drawn)	6	-5	2
Cc1ccc(NC(=S)Nc2cccc(-c3n[nH]c(=S)o3)c2)cc1	-10	1	-27
COc1ccccc1C(=O)N/C(=C\c1ccc(Br)cc1)C(=O)NCCC(=O)O	7	4	-26
Cc1cc(C)nc(SCC(=O)NC2CCCC2)n1	-4	-2	-9
Cc1cc(C(=O)COC(=O)c2nc3nccc(C)n3n2)c(C)n1CC1CCCO1 (stereo not drawn)	7	2	5

Reprinted at random: 4 records from the list, in no set order.
SMILES	ERAP1 inh	PGC1a acetyl inh	RAD52 anneal inh
Cn1c(=S)[nH]c2c(c1=O)C(C)(C)Cc1ccccc1-2	-1	-8	-11
O=C(NC(=S)NCCc1ccccn1)c1ccccc1	-2	-3	6
CCOC(=O)c1csc(NC(=O)CCSc2ccccc2)n1	0	-4	-10
CCCCCCOc1ccc(N2C(=O)CC(N3CCN(CCN=CC4C(=O)CC(C)(C)CC4=O)CC3)C2=O)cc1 (stereo not drawn)	0	-1	2

Remaining list, next part:
SMILES	ERAP1 inh	PGC1a acetyl inh	RAD52 anneal inh
CN(C(=O)CCc1ccccc1)c1nnc(-c2ccncc2)s1	1	-4	-19
CC12CCC(C(=O)NCCN3CCCCC3)(CC1=O)C2(C)C (stereo not drawn)	-5	4	-7
CC(C)COc1ccc(S(=O)(=O)n2cc(F)c(=O)[nH]c2=O)cc1	1	-7	-8
Cc1cc(=O)oc2cc(OCC(=O)OCC(=O)N(CCC#N)c3ccccc3)ccc12	4	-3	-5
Cc1cc(N)n(-c2ccc(S(N)(=O)=O)cc2[N+](=O)[O-])n1	-3	8	-12
Cc1ccccc1NC(=O)C(=Cc1ccc(C(=O)O)cc1)C(=O)Nc1ccccc1C	1	-25	8
Cc1cc(Cl)ccc1Oc1ncnc2onc(C)c12	2	3	-14
O=C(c1ccccc1)N1CCN(Cc2ccccc2C(F)(F)F)CC1	-1	7	-15
CN(CCc1ccccn1)C(=O)CCC1CCCN(Cc2ccccc2OC(F)F)C1 (stereo not drawn)	2	3	-11
CN(C)CCCN(C(=O)c1cccc(N2C(=O)CCC2=O)c1)c1nc2cc3c(cc2s1)OCO3	-4	3	14
CC(=O)Nc1ccc(NC(=O)C2CC(=O)N(c3cccc(Cl)c3)C2)cc1 (stereo not drawn)	-2	7	-15
CCOC(=O)Cn1nc(-c2ccc(C)cc2)c2ccccc2c1=O	-5	4	-11
C[C@@H]1CCCCO[C@H](CN(C)Cc2ccc(Cl)c(Cl)c2)[C@@H](C)CN([C@@H](C)CO)C(=O)c2cc(NS(=O)(=O)c3ccc(Cl)cc3)ccc2O1	-3	-9	24
c1ccc(CN2CCC(Nc3nc(-c4cccs4)nc4ccccc34)CC2)cc1	-12	-4	-8
O=C1CN(C(=O)/C=C/c2cccc(Cl)c2)c2ccccc2N1	8	8	-5
CCOCc1nnc(NC(=O)c2cccc(OC)c2)s1	0	-5	-14
N#Cc1ccc(OCC(=O)N/N=C(\CCC(=O)O)c2cccs2)cc1	0	0	-12
CN(C(=O)Cc1c(C(=O)O)n(C)c2ccccc12)c1ccc(F)cc1	3	9	-10
CCC(CC)c1nnc(NC(=O)CN2C(=O)c3ccccc3C2=O)s1	11	0	4
COc1ccc(C(=O)NCC(=O)NCC(c2ccco2)N(C)C)cc1OC (stereo not drawn)	4	6	-15
C=CCc1ccc(OCCCCNC2CCCC2)c(OC)c1	11	-3	-7
Cc1cccc(OCCSc2nc3ncnc(N)c3[nH]2)c1	10	9	-16

In the list so far, these have a cyano group:
SMILES	ERAP1 inh	PGC1a acetyl inh	RAD52 anneal inh
N#C/C(=C\c1ccc(OCc2ccccc2)cc1)C(N)=O	-4	9	-15
Cc1cc(C)n(C(=O)/C(C#N)=N\Nc2ccccc2[N+](=O)[O-])n1	-1	2	-19
CCC(=O)NCCCNc1nc2c(C)cccc2cc1C#N	3	-1	-16
Cc1cc(=O)oc2cc(OCC(=O)OCC(=O)N(CCC#N)c3ccccc3)ccc12	4	-3	-5
N#Cc1ccc(OCC(=O)N/N=C(\CCC(=O)O)c2cccs2)cc1	0	0	-12
